# T cell HTS = modulates CD8 T cell binding to vesicles | 2C CD8+ T cell-vesicle binding, flow cytometry; hits give low values | calls only at 7 µM | hit rate 0.068% among 330,000 | AID 2052;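 active = response, share of CD8 T cells binding vesicles, and their 90th percentile fluorescence all below set limits, cut at about 80% in these data, passing the limit was not always enough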
#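 System: murine 2C transgenic CD8+ T lymphocytes; also added: QL9-loaded Drosophila micro-vesicles; times: binding 1.5 h at 37 °C; measured by: flow cytometry, PE anti-B7-1 (FL2) versus Alexa647 anti-CD8 (FL8), PFA-fixed; control set: Peptide-free naked vesicles (low) and QL9 vesicles with 0.7% DMSO vehicle (high)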
# Rac1 GTP hydrolysis = MgcRacGAP GTPase-activating activity inhibitors, confirmation, biochemical, ADP Hunter fluorescence; MgcRacGAP-stimulated Rac1 GTP hydrolysis, ADP Hunter fluorescence; higher % means a stronger effect; GST-tagged Rac1 F28L mutant substrate; inhibition, % at 30 µM; hits with a dose series show IC50 in µM; hit rate 0.6% among 340,000; AID 624330;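 active = first-screen hits whose inhibition reached a set limit at any dose in the follow-up dose series; inconclusive = inhibition above the set first-screen limit but never retested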;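 note: fluorescence reports GDP produced by GAP-driven GTP hydrolysis; strong numbers were not always called active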
# K1F lysis inhibition = protection from phage-mediated lysis, alamar blue read-out – E. coli UTI89, K1F phage, bacterial capsule biogenesis inhibitors (AID 488966). E. coli UTI89 K1F phage lysis, alamar blue, 2 h; higher % means a stronger effect. inhibition, % at 100 µM, or IC50 in µM where a hit was titrated. hit rate 0.02% among 340,000;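 active = phage lysis inhibition, versus mean bacterial control, above a set limit; inconclusive = no clear call, values can overlap the other calls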;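 note: capsule biogenesis inhibitors block K1F phage lysis so surviving cells raise fluorescence; higher fluorescence means more inhibition of phage lysis; actives were called in the ten point dose series up to 300 µM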
# RSV antiviral HEp-2 = RSV antiviral activity via CPE protection, HEp-2 cells, primary 10 µM value included (AID 2391); HEp-2 cells, RSV-induced CPE inhibition; higher % means a stronger effect; CPE inhibition, % at 10 µM, or IC50 in µM where a hit was titrated; hit rate 0.13% among 310,000; in the data active = a potency from the dose series; inconclusive = CPE inhibition mostly from about 23% at the one dose, without a potency; inactive = the rest, 99 in 100 with CPE inhibition below about 21%; note: strong numbers were not always called active
# PhoP inhibition = inhibitors of PhoP regulon expression, primary screen, Salmonella Typhimurium, GFP reporter (AID 1863). hit rate 0.16% among 300,000. inhibition, % at 50 µM, or IC50 in µM where a hit was titrated. S. Typhimurium PhoP-regulated promoter GFP reporter, 4 h; higher % means a stronger effect;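 active = inhibition over 29.93%, a cutoff 3 SD above the screen mean, later confirmed by dose response; inconclusive = inhibition over 29.93% but no dose response follow-up; inactive = inhibition at most 29.93% or unconfirmed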;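 note: 0% = low Mg2+ inducing control and 100% = high Mg2+ repressing control; strong numbers were not always called active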
# Dengue-2 NS5 capping = flavivirus cap methylation enzyme inhibition – biochemical, confirmation dose response, primary screen (AID 588689) | Dengue-2 NS5 methyltransferase capping enzyme assay, biochemical; higher % means a stronger effect | inhibition, % at 25 µM, or IC50 in µM where a hit was titrated | hit rate 0.3% among 340,000; in the data active = a potency from the dose series; inconclusive = inhibition above about 29% without an active follow-up result
# West Nile virus CPE = inhibition of WNV-induced cytopathic effect – cell-based, CPE readout (AID 1621). West Nile virus-infected cells, CPE inhibition; higher % means a stronger effect. one-dose CPE inhibition, % at 10 µM; IC50 in µM for titrated hits. hit rate 0.02% among 290,000; in the data active = a potency from the dose series; inconclusive = CPE inhibition mostly from about 3.7% at the one dose, without a potency; inactive = the rest, 99 in 100 with CPE inhibition below about 2.2%; note: strong numbers were not always called active
# NTR1 agonist = NTR1-driven beta-arrestin-GFP spot formation – imaging, U2OS cells, high content, primary screen (AID 493036); agonist mode; P30989; activation, % at 20 µM; hit rate 0.17% among 330,000;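 active = activation at or above 40% of the spot to cytoplasm intensity ratio, with at least 20 cells analyzed; inconclusive = wells under 20 cells, flagged as cytotoxic or low count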;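 note: 0% = DMSO without peptide and 100% = 100 nM NTR1 peptide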
# Target sequence (P30989 whole entry, looked up): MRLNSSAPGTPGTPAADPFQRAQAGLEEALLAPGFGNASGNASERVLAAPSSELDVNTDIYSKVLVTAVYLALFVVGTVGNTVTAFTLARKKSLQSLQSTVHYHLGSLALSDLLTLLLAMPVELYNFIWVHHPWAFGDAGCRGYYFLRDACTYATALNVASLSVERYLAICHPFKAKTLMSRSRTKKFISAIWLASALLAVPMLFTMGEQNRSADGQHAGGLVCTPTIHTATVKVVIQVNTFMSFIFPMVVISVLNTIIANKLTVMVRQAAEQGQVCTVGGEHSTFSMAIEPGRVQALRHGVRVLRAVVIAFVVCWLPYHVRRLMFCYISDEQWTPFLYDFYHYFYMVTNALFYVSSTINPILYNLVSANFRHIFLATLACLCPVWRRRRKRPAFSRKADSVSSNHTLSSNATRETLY
# Large T inhibition = TAg ATPase/helicase activity blockers – biochemical (AID 1903). inhibition, % at 20 µM; hits with a dose series show IC50 in µM. SV40 large T antigen ATPase/helicase inhibition assay; higher % means a stronger effect. hit rate 0.39% among 310,000; in the data active = a potency from the dose series; inconclusive = inhibition mostly from about 32% at the one dose, without a potency; inactive = the rest, 99 in 100 with inhibition below about 32%; note: strong numbers were not always called active
# T cell HTS vesicle-bound % = second read-out of T cell HTS, no call of its own (marks repeat the call); double positive events, %; measured here: CD8+ vesicle-bound cell fraction;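 binding gate set so that unloaded-vesicle control wells show 10% double positive cells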
# NTR1 agonist cell count 20 µM = also measured in NTR1 agonist; calls as there; cell count; measured here: cell count, cytotoxicity flag
# Dengue-2 NS5 capping pilot replicate = second read-out of Dengue-2 NS5 capping, no call of its own (marks repeat the call); inhibition, %; measured here: pilot screen replicate inhibition
# Active calls of the source: *; i = inactive; ? = inconclusive; . = not tested or not shown; [ ] = dose if it differs, or a comment.
# Start of the data: the first two compounds as a preview:
SMILES,T cell HTS,T cell HTS vesicle-bound %,Rac1 GTP hydrolysis,K1F lysis inhibition,RSV antiviral HEp-2,PhoP inhibition,Dengue-2 NS5 capping,West Nile virus CPE,NTR1 agonist,NTR1 agonist cell count 20 µM,Large T inhibition,others
CSc1nc(N)nc2c1ncn2CC(=O)NCc1ccc2[nH]ccc2c1,i,4,4%,0.4%,.,.,-10%,.,1.6,60,.,Dengue-2 NS5 capping pilot replicate=3.3
O=C(CSc1nc2ccccc2c(=O)n1Cc1ccc(F)cc1)NCC1CCCO1 (centres undefined),i,24,2%,-0.3%[50 µM],.,.,-6%,.,-0.5,71,.,

# This part in full, previewed entries included:
SMILES,T cell HTS,T cell HTS vesicle-bound %,Rac1 GTP hydrolysis,K1F lysis inhibition,RSV antiviral HEp-2,PhoP inhibition,Dengue-2 NS5 capping,West Nile virus CPE,NTR1 agonist,NTR1 agonist cell count 20 µM,Large T inhibition,others
CSc1nc(N)nc2c1ncn2CC(=O)NCc1ccc2[nH]ccc2c1,i,4,4%,0.4%,.,.,-10%,.,1.6,60,.,Dengue-2 NS5 capping pilot replicate=3.3
O=C(CSc1nc2ccccc2c(=O)n1Cc1ccc(F)cc1)NCC1CCCO1 (centres undefined),i,24,2%,-0.3%[50 µM],.,.,-6%,.,-0.5,71,.,
O=C(NCc1ccccc1)c1cccc(Br)n1,i,30,7%,1.6%,0.2%,5%,-6%,0.1%,5.0,48,20%,
Cc1ccc(S(=O)(=O)Cc2ccccc2Cl)cc1,i,53,7%,2.0%[50 µM],15%,2%,-2%,0.2%,0.4,64,3%,
CCc1cccc(C)c1NC(=S)N(CCN(C)C)C(C)c1ccco1 (centres undefined),i,52,5%,0.0%,0.3%,-10%,0%,-0.6%,0.2,66,11%,
Clc1cc(Br)ccc1OCCOCCN1CCCC1,i,55,135µM*,-0.1%,-0.7%,10%,-5%,-1.4%,-0.1,43,8%,
N#Cc1ccc(C(=O)OCCc2cc3ccccc3c(=O)o2)cc1,i,26,5%,-0.2%,2.0%,.,-4%,.,-0.9,66,.,
Cc1ccc(C(=O)N2CC=C(c3ccccc3)CC2)s1,i,56,-3%,1.4%[50 µM],1.2%,2%,1%,.,0.9,52,25%,
N#CC1(NC(=O)COC(=O)C23CC4CC(CC(O)(C4)C2)C3)CCCCC1,i,63,2%,0.1%,1.8%,-10%,-1%,0.0%,0.5,56,13%,
COc1ccc(CCNC(=O)CSc2nnc3ccc(-c4ccccn4)nn23)cc1OC,i,36,10%,1.3%[50 µM],-1.1%,1%,1%,.,-0.8,51,2%,
Cc1cccc(-n2c(CNC(=O)c3ccc(S(=O)(=O)N4CCCCC4)cc3)n[nH]c2=S)c1,i,38,-11%,-0.4%,1.3%,3%,2%,-0.4%,-1.0,39,35%,
CC(C)c1ccc(N(CC(=O)O)S(=O)(=O)c2cccnc2)cc1,i,59,4%,-1.2%,0.1%,10%,0%,-0.1%,4.1,49,-3%,
O=C1CC(Cc2ccc(Cl)cc2)C(=O)N1c1cc(Cl)ccn1 (centres undefined),i,30,12%,2.1%,0.2%,-2%,4%,0.0%,0.7,45,24%,
O=C1CCC(=O)N1CCc1c[nH]c2ccccc12,i,25,7%,0.4%,3.1%,3%,.,-0.1%,0.0,62,16%,
O=C(/C=C/c1ccc(Cl)cc1Cl)c1nc2ccccc2[nH]1,i,26,6%,0.3%,?,-4%,-12%,0.5%,-0.5,73,3%,
Cc1ccc(S(=O)(=O)N2CCCOC2CNC(=O)C(=O)NCCc2c[nH]c3ccccc23)cc1 (centres undefined),i,43,-3%,2.4%,6.3%,2%,1%,1.4%,9.6,48,87µM*,
CCOc1ccc(N(CC(=O)NC2CC2)S(=O)(=O)c2ccc(C)cc2)cc1,i,26,0%,0.0%,1.0%,-6%,1%,-1.1%,-1.6,48,3%,
CC(C)c1ccc(/C=C/C(=O)NCCCc2ccccc2)cc1,i,51,5%,4.6%,13%,-12%,-3%,-0.3%,0.3,47,7%,
COc1ccc2cc(S(=O)(=O)n3cnc(C)c3)ccc2c1,i,56,.,.,39%,0%,.,-0.4%,1.7,45,3%,
Cc1ccc(-n2nnc3ccccc3c2=O)cc1C,i,41,4%,0.3%,0.5%,-4%,-4%,0.2%,-0.2,47,10%,
COC(=O)c1ccc(NC(=O)CN(c2ccc(C)cc2)S(=O)(=O)c2c(C)nn(C)c2C)cc1,i,15,3%,5.3%,1.4%,-9%,1%,-0.5%,0.4,40,2%,
CCOc1cccc(CNCCCSc2ncccn2)c1,i,56,2%,-0.4%,0.6%,1%,-2%,-0.8%,0.2,64,4%,
CC1CN(c2ccc(NC(=S)Nc3ccc(N4CC(C)OC(C)C4)cc3)cc2)CC(C)O1 (centres undefined),i,31,31%,0.4%,5.3%,1%,6%,0.0%,1.5,63,31%,
O=C(CCc1nnc(Cc2ccc(-c3ccccc3)cc2)o1)NCCc1cccnc1,i,34,6%,0.1%,17%,2%,-3%,0.3%,0.6,59,11%,
COCC1CCCN(C(=O)c2ccc3oc(Cc4ccc(Cl)cc4)nc3c2)C1 (centres undefined),i,17,10%,0.3%,?,-1%,-7%,-0.3%,2.2,57,20%,
CC(N=Cc1nc(-c2ccccc2)oc1O)c1ccccc1 (centres undefined),i,8,7%,-0.2%,12%,17%,-7%,-0.1%,0.5,81,8%,Dengue-2 NS5 capping pilot replicate=-4.7
CC1/C(=N/O)C(CN(C)C)C2CC1C2(C)C (centres undefined),i,36,1%,-0.1%,0.7%,9%,-1%,0.3%,1.2,40,-7%,
CC(C)(C)OC(=O)NC(Cc1ccccc1)C(=O)N1CCC(C(=O)NCC(=O)Nc2ccc(F)cc2)CC1 (centres undefined),i,35,8%,0.3%,1.5%,-5%,?,-0.4%,-0.6,64,13%,
CC(O)[C@@]1(O)CC[C@H]2[C@@H]3CC[C@H]4C[C@@H](O)CC[C@]4(C)C3=CC[C@@]21C (some centres undefined),i,38,3%,0.1%,1.2%,.,-7%,.,1.0,65,18%,
C=CCn1c(C2CC(=O)N(c3ccc(C)cc3)C2)nc2ccccc21 (centres undefined),i,49,3%,-0.4%,1.0%,-4%,2%,-1.3%,-0.8,82,5%,
CC(C)OC(=O)/C(=C\c1cccnc1)NC(=O)c1ccccc1,i,17,11%,0.0%,0.0%,-6%,-5%,-0.7%,0.5,32,23%,
O=C(NCCCN1CCCCC1)C1CCC(=O)N1CCc1ccccc1 (centres undefined),i,45,-4%,4.2%,2.7%,9%,-3%,0.5%,1.5,49,4%,
Cc1ccc(NC(=O)C(=O)NCc2ccc(/C=C(/C#N)C(=O)NCc3cccnc3)o2)cc1,.,.,4%,-0.9%,-0.4%,-14%,-1%,0.0%,1.9,69,7%,
O=C(CN1CCCc2ccccc21)N1CCc2ccccc21,i,36,.,.,2.4%,-8%,.,1.1%,-0.6,57,4%,
CC(Oc1ccccc1Cl)C(=O)/C=C/N(C)C (centres undefined),i,14,1%,0.1%,0.2%,-16%,-2%,-0.7%,0.1,61,3%,
CCCNC(=O)C1(CC2CC(c3ccccc3)=NO2)CCN(C(=O)c2ccccc2)CC1 (centres undefined),i,30,2%,0.6%,0.1%,13%,-4%,.,1.4,85,18%,
CC(C)CCN1CCN(Cc2ccc(C#CCCO)cc2)CC1CCO (centres undefined),i,43,12%,0.1%,-1.8%,0%,-8%,-0.5%,0.2,51,8%,
O=C1c2ccccc2-c2nc3ccccc3cc21,.,.,0%,0.2%,3.1%,-5%,-7%,-0.6%,1.2,83,10%,
C=CCc1ccccc1OCCn1ccnc1,i,26,9%,-1.4%,1.9%,18%,-2%,0.0%,0.0,86,.,
CCCC(=O)NC(c1ccco1)c1cc([N+](=O)[O-])c2cccnc2c1O (centres undefined),i,34,14%,0.6%,-4.4%,?,10%,0.9%,-0.2,59,2%,
CCN(CC(=O)Nc1ccccc1OC)C(=O)c1ccc(NC(=O)c2cccs2)cc1,i,35,7%,0.6%[50 µM],2.0%,.,-3%,.,1.6,65,.,
C[C@H](CO)N1C[C@H](C)[C@@H](CN(C)C(=O)Nc2ccccc2)Oc2ccc(NC(=O)Cn3cnnn3)cc2C1=O,i,19,3%,0.2%,.,.,-3%,.,0.1,61,.,Dengue-2 NS5 capping pilot replicate=2.1
O=C(O)Cc1ccc(O)cc1,i,53,8%,0.1%,-0.9%,.,1%,.,-0.4,60,19%,
O=C1CCCC(O)=C1N=Nc1ccc2ncsc2c1,i,48,13%,0.8%,1.7%,17%,2%,0.8%,0.4,50,15%,
COc1ccc(S(=O)(=O)N2CCCN(Cc3cccc(F)c3)CC2)cc1,i,37,4%,3.6%,10%,10%,2%,.,6.5,75,6%,
CN(C)S(=O)(=O)c1ccc(C(=O)Nc2ccnn2C2CCCCC2)cc1,i,38,4%,0.2%,11%,16%,0%,-0.7%,0.2,71,2%,
CN(C(=O)c1ccc2c(c1)S(=O)(=O)N=C1CCCCCN12)c1ccccc1,i,63,-2%,-0.2%[50 µM],0.1%,-3%,-6%,.,0.2,71,0%,
COc1cc(/C=C/C(=O)c2ccc3c(c2)OCCO3)cc(OC)c1OC,i,12,9%,-0.3%,0.4%,-3%,-17%,-1.8%,3.9,56,2%,
CCC1CCCCN1CCCNC(=O)c1cc2c(=O)oc3ccc(C)cc3c2s1 (centres undefined),i,2,-8%,-0.1%,-1.6%,-1%,-9%,2.0%,-0.7,62,5%,
O=S(=O)(c1ccc(F)cc1)n1ccc(-c2cnc(-c3ccccc3)s2)n1,i,19,9%,0.2%,1.3%,-5%,3%,-0.1%,3.0,101,9%,
COCCNC(=O)c1sc2ncn(CC(=O)N3CCCCC3)c(=O)c2c1C,i,56,8%,0.0%,1.4%,5%,.,0.1%,-0.2,47,9%,
CC1(C)CC(=O)C2=C(C1)C(c1cn(-c3ccccc3)nc1-c1ccccc1)C(C#N)=C(N)O2 (centres undefined),i,43,2%,1.6%,?,10%,-9%,-0.7%,8.4,37,3%,
O=c1c(C(c2ccc(F)cc2)c2c(O)nc3n(c2=O)CCCS3)c(O)nc2n1CCCS2,i,33,6%,0.1%,0.5%,-17%,2%,0.6%,-0.3,61,17%,

# Compound activity deposited in PubChem BioAssay by several laboratories.
